# AT treatment = potential ataxia-telangiectasia treatment; […] A-T fibroblasts, KAP-1 phosphorylation AlphaLISA; neocarzinostatin DNA damage 30 min before lysis; Potency, µM (doses to about 57.5 µM), inactives show at the highest dose activation, hits mostly activators; 0.19% of 320,000 active; AID 485349; further: potency means the concentration at half of the fitted maximal effect; % of control where 0% means no effect; nearly all actives have a fitted effect of over 45% in size
#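 hTERT-immortalized A-T patient fibroblasts ([…]), 500 cells/well in OPTI-MEM, 1% FBS, got compounds for 60 min, then NCS for 30 min at 37C. Lysates were then assayed for phospho-KAP-1 by AlphaLISA (anti-pKAP1 donor, anti-KAP1 acceptor beads), 6 hr at 25C.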
# Integrin act MD = activates integrin-mediated alleviation for muscular dystrophy | alpha7betagal myoblasts, beta-gal FDG fluorescence, 48 h | Potency, µM (series often up to 38.3 µM), for inactives: at the top dose activation, usual class: activators | 0.064% of 350,000 active | AID 624291;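 further: potency means the concentration at half of the fitted maximal effect; 100% = response of the positive control SU9516; nearly all actives have a fitted effect of over 60% in size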
#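 alpha7betagal+/- myoblasts (passage 13, 250/well) treated 48 h at 37C with compounds at 1:260 dilution of DMSO stock. Lysed, then beta-galactosidase activity read as FDG fluorescence (ex 480/em 540) after 30 min, with pre-read for autofluorescence.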
# TSG101-PTAP inh = blocks PTAP/TSG101 interaction to inhibit HIV-1 budding; Fluorescence polarization, FITC-PTAP peptide / Tsg101 binding; 340,000 tested, under 10 active; Potency, µM (highest dose often 115 µM), for the others: top-dose activity change, negative = inhibition, most hits filed as inhibitors; active means well fitted inhibition curve with a large enough effect in the main read-out, with a control signal flat, not every such curve was filed as active; inconclusive means small, poorly fitted or top-dose-only effect, or effect the other way, or a change in a side signal; inactive means no such curve, though single readings can be large or run the other way; further: potency means the concentration at half of the fitted maximal effect; % of control where 0% means no effect
#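 Tsg101 binding domain (10 uM final) was mixed with compound and a FITC-labeled PTAP peptide (50 nM final) in HEPES pH 7.5 buffer with NaCl, Tween 20, EDTA and TCEP; fluorescence polarization was read after 20 min at r.t.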
# TSHR antagonist = human thyrotropin receptor antagonism. TSHR-expressing cells, TSH-stimulated cAMP HTRF, 2 h; stronger effect = lower value. activity change, negative = inhibition, % at 11.5 µM. 0.2% of 330,000 active. AID 504810;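 active means activity change below a set negative limit, meaning inhibition stronger than a set level, cut at about -70% in these data; inconclusive means activity change between two set negative limits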; further: on the % scale 0 is the no-effect control and ±100 the full control effect
#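 Competitive HTRF cAMP read-out (cryptate anti-cAMP antibody, cAMP-d2; 30 min, room temperature) in freshly harvested TSHR cells. Compounds added before TSH at EC80 (4nM final), followed by 2 hours' incubation at 37 deg C.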
# Tb PFK inh = blocks T. brucei phosphofructokinase | AID 485367 | T. brucei PFK, ADP-Glo luminescence | O15648 | Potency, µM (highest dose often 57.5 µM), without a hit: top-dose activity, negative = inhibition, actives largely listed as inhibitors | 0.17% of 330,000 active;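 further: potency means the concentration at half of the fitted maximal effect; 0% = uninhibited 1x PFK enzyme wells and -100% = no-enzyme wells; nearly all actives have a fitted effect of over 60% in size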
# Target sequence (O15648 whole entry, looked up): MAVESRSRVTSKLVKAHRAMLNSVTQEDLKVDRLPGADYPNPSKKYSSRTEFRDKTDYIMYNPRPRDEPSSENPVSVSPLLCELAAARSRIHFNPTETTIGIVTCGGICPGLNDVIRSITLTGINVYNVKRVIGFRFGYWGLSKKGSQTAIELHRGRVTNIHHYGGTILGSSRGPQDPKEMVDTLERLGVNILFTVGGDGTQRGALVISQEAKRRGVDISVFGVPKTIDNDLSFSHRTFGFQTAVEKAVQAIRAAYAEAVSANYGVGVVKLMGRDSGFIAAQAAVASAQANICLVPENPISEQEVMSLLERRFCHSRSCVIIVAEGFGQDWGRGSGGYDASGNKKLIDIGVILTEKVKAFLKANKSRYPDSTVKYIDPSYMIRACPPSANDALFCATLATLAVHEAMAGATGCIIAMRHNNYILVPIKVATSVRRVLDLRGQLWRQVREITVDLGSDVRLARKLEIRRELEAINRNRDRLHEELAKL
#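 ADP-Glo luminescence quantified ADP after 45 min at room temperature, with 1.25 nM T. brucei PFK, 0.1 mM ATP and 0.5 mM fructose-6-phosphate in pH 8.0 TEA buffer. qHTS titrations up to 57 µM; curves classified by quality.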
# Chronic BCR inh = chronic active BCR signaling inhibition; ABC-DLBCL IkBa-CBG/CBR reporter, luminescence ratio, 4 h; Potency, µM (series often up to 46.1 µM), for the others: top-dose ratio change, negative = lower green/red ratio, usual class: inhibitors; 0.05% of 340,000 active; active means well fitted inhibition curve with a large enough effect in the signal ratio, with a control signal flat, not every such curve was filed as active; inconclusive means small, poorly fitted or top-dose-only effect, or effect the other way, or a change in a side signal; the % refers to the signal ratio;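 further: potency means the concentration at half of the fitted maximal effect; plate controls were basal doxycycline-induced cells for no effect and cells given 10 µM MG132 for full effect; MG132 reads +100%, hits lower the ratio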
#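 Doxycycline induced both beetle luciferases in TMD8 lymphoma cells; IKK-driven degradation limits the IkappaBalpha-fused green signal, while red luminescence normalises for cell number and nonspecific effects. Compounds tested up to 46 uM, 4 hrs.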
# S-ASM inh = human S-ASM enzyme inhibition | P17405 | placental ASM, HMU-PC fluorogenic substrate, 60 min | Potency, µM (series often up to 57.5 µM), for inactives: top-dose activity change, negative = inhibition, most hits filed as inhibitors | 0.006% of 340,000 active; further: potency means the concentration at half of the fitted maximal effect
# Target sequence (P17405 47-631 limits assumed): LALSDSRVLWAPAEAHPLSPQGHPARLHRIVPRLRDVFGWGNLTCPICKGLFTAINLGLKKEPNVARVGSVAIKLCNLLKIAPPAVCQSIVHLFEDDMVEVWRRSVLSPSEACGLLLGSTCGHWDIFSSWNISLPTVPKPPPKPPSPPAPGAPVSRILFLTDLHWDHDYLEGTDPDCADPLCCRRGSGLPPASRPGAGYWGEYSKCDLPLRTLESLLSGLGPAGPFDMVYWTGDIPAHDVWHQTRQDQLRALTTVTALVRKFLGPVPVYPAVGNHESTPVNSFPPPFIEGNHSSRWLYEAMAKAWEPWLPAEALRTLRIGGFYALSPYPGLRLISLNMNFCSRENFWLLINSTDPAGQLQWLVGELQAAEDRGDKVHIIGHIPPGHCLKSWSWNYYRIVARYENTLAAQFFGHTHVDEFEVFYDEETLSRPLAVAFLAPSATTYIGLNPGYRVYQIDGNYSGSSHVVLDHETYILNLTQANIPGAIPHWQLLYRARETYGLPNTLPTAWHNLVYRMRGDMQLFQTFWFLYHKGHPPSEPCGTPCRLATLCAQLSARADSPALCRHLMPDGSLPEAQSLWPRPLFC
#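 Fluorogenic HMU-PC substrate (9 uM final) is turned over by placental ASM in 60 min at 37 C after a 10 min compound preincubation. Reaction ended by alkaline stop (pH 10), with fluorescence read at 386/447 nm.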
# Eya2 phos inh = inhibitors of human Eya2 phosphatase activity; O00167; recombinant Eya2, OMFP fluorescence dephosphorylation (OMFP is methylfluorescein phosphate); Potency, µM (highest dose often 76.9 µM), for inactives: top-dose activity, negative = inhibition, hits mostly inhibitors; 0.006% of 330,000 active; AID 488837; further: potency means the concentration at half of the fitted maximal effect; on the % scale 0 is the no-effect control and ±100 the full control effect
#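 Eya2 (0.2 uM) preincubated 10 min at ambient with compound, then OMFP substrate added at 50 uM; 10 min reaction in 50 mM HEPES pH 7.5, 50 mM NaCl, 5 uM MgCl2, 0.05% BSA, 1 mM DTT. Fluorescence read at Ex 485/Em 525 nm.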
# Mito fusion yeast = mitochondrial division inhibition or fusion activation; Potency, µM (titrated, usually from 46.1 µM), without a hit: at the highest dose growth rescue (activation), most hits filed as activators; 0.23% of 320,000 active; S. cerevisiae fusion-defective mutant growth rescue, CellTiterGlo 48 h;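 further: potency means the concentration at half of the fitted maximal effect; % of control where 0% means no effect; nearly all actives have a fitted effect of over 45% in size; temperature-sensitive fusion mutants such as fzo1-1 at 37 °C on non-fermentable ethanol glycerol medium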
#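 Read-out: ATP-based luminescence (CellTiterGlo, 10 min ambient) reporting growth of fusion-defective ts yeast after 48 hours at 37C on glycerol/ethanol YPEG medium in the presence of compound.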
# ELG1 DNA repair = inhibitors of ELG1-dependent DNA repair in HEK293T cells; HEK293T ELG1-luciferase reporter, luminescence, 16 h; DNA damage induced by 5-fluorouridine; Potency, µM (titrated, usually from 46.1 µM), for the others: top-dose activity change, negative = inhibition, hits mostly inhibitors; 2.3% of 330,000 active; AID 504467; further: potency means the concentration at half of the fitted maximal effect; on the % scale 0 is the no-effect control and ±100 the full control effect; nearly all actives have a fitted effect of over 55% in size
#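 Cells (2,000 per well) received 5-fluorouridine plus test compound or DMSO and were incubated 16 hr at 37 °C, 5% CO2. Luciferase activity was read by luminescence 30 min after ONE-Glo addition; signal suppression marked inhibition of damage-induced ELG1 function.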
# TCR activator = activates T cell receptor signaling; AID 504894; primary human leukocytes, anti-CD3, IL-2 HTRF, 48 h; 330,000 tested, under 10 active; Potency, µM (series often up to 9.22 µM), for inactives: top-dose activation of IL-2 secretion, usual class: activators; further: % of control where 0% means no effect
#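 Using a-CD3 beads without co-stimulation, primary human leukocytes were exposed to compounds for 48 hr. An HTRF IL-2 kit measured the cytokine, with europium-to-d2 energy transfer producing emission at 665nm upon 320nm excitation.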
# The depositor's hits bear a star; ? = inconclusive; . = not tested or not shown; [ ] = dose if it differs, or a comment. Unless noted, the call rests on the fitted dose curve; in most records, active means well fitted curve in the direction sought with a large enough effect; inconclusive means small, poorly fitted or top-dose-only effect, or another doubt; inactive means no such curve, though single readings can be large; an effect the other way counts as inactive or inconclusive.
entry	canonical_smiles	Chronic BCR inh	TCR activator	ELG1 DNA repair	TSHR antagonist	AT treatment	Eya2 phos inh	Mito fusion yeast	Integrin act MD	TSG101-PTAP inh	S-ASM inh	Tb PFK inh
1	Cc1cccc(C2c3[nH]c4ccccc4c3CCN2C(=O)Cc2n[nH]c(C)n2)n1 (centres undefined)	?	.	10.9%	22.1	-0.7%	-17.1%	1.3%	-1.9%	-1.3%	3.0%	0.2%
2	CC(OC(=O)c1ccc(Br)o1)C(=O)NCC1CCCCC1 (centres undefined)	-4.4%	-0.7%	1.1%	-5.7	4.5%	-21.2%	.	3.7%	-13.9%	1.0%	0.3%
3	COC(=O)c1ccc(COC(=O)C2CCN(S(=O)(=O)c3ccccc3C(=O)OC)CC2)cc1	-6.4%	0.8%	10.1%	.	6.7%	3.9%	.	16.7%	-4.0%	-0.3%	8.3%
4	CCOc1ccc(C(=O)NC(C)(C)CC)cc1	?	5.8%	?	-4.0	3.2%	5.3%	-2.2%	13.3%	0.3%	1.1%	3.5%
5	O=C(NC1CC1)C1=C[C@@H](c2ccccc2)C[C@@H](OCCCCO)O1	6.0%	-1.2%	10.7%	4.5	-19.8%	-8.1%	0.6%	6.2%	-8.8%	2.6%	-0.6%
6	Cc1ccc[n+](CC(=O)c2ccc(Br)cc2)c1	13.3%	-0.1%	11.6%	-0.6	5.6%	-0.3%	-0.4%	-19.0%	-6.0%	1.4%	-0.2%
7	Cc1ccc(C(=O)Oc2ccc(N3C(=O)CCC3=O)c(C)c2)cc1	2.3%	4.3%	7.5%	-5.1	2.0%	-3.4%	-2.5%	-0.9%	-5.6%	-0.3%	2.4%
8	O=C(c1ccccc1)N1CCN(C(=O)c2cccnc2)CC1	-0.4%	2.2%	6.1%	-0.8	12.6%	3.9%	-2.8%	22.4%	0.4%	4.7%	3.1%
9	Cc1cc(C(F)(F)F)n2nc(-c3cnn(C)c3C(F)(F)F)cc2n1	-4.8%	-1.9%	1.3%	-7.2	-5.2%	-13.7%	-0.1%	-4.4%	-12.0%	-1.1%	-1.5%
10	CCOc1ccc(C(C)NC(=S)NCc2ccc(Cl)cc2)cc1 (centres undefined)	-5.3%	10.6%	?	4.3	9.5%	-2.2%	-2.3%	0.0%	-1.9%	-7.5%	0.1%
11	Cc1cc[n+](-c2[nH]c(=O)sc2/C=N/N=C(\[O-])c2ccncc2)cc1C	-1.5%	-2.1%	4.2%	6.5	6.0%	1.7%	-8.5%	-34.5%	3.6%	-3.8%	-8.8%
12	CC(=O)Nc1ccc(Nc2ncnc3c2cnn3-c2ccccc2)cc1	?	1.4%	?	-25.0	14.1%	3.1%	-0.5%	21.4%	2.2%	42.9%	-0.3%
13	CN(C1CCCCC1)S(=O)(=O)c1cccc(C#N)c1	-2.8%	-1.1%	7.0%	11.7	-1.2%	-2.1%	-1.0%	-21.7%	-5.5%	0.7%	3.6%
14	CN(CC(=O)Nc1ccc(F)c(F)c1F)C(=O)CN1C(=O)C2CCCCC2C1=O (centres undefined)	8.8%	5.0%	15.3%	0.3	-9.5%	1.9%	1.7%	3.2%	-3.1%	-0.2%	0.9%
15	O=C(NCCc1ccc(F)cc1)c1ccc2c(=O)n3c(nc2c1)CCC3	12.2%	-5.8%	?	-10.8	0.7%	11.5%	-2.5%	4.9%	-3.7%	.	-3.1%
16	COC(=O)C1=C(C)N(Cc2ccc(C)cc2)C(=O)/C1=C\c1ccc(O)c(OC)c1	0.4%	-14.2%	-14.2%	6.0	-1.2%	21.4%	1.1%	-5.1%	0.1%	?	-7.4%
17	CCCCn1c(SCc2cc(=O)[nH]c3ccccc23)nc2c1c(=O)n(C)c(=O)n2C	6.4%	.	0.0%	6.4	-0.1%	-23.7%	0.3%	.	.	.	-5.5%
18	COc1ccc(N/C=C/C(=O)c2ccc(Cl)cc2)cc1	?	-1.5%[46.1 µM]	?	-11.4	5.4%	2.6%	0.4%	11.2%	-2.7%	-0.3%	-1.2%
19	Oc1c(Br)cc(Br)cc1C=NCc1ccccc1	7.7%	-0.2%	-5.9%	-1.0	0.2%	-0.7%	-1.6%	-14.7%	-6.7%	3.9%	-1.4%
20	O=C(CSc1nc2[nH]ncc2c(=O)[nH]1)N1CCCC1	8.4%	-3.3%[46.1 µM]	7.4%	2.9	-0.2%	-3.6%	0.6%	-24.5%	-1.0%	1.0%	2.0%
21	COc1cc(C(=O)NC(=S)Nc2ccccc2[N+](=O)[O-])cc(OC)c1OC	?	3.0%	6.51µM*	-19.1	0.5%	-8.4%	-3.2%	-30.7%	-6.5%	-6.0%	0.3%
22	Cc1ccc(C(=O)c2c(C)oc3c2C(=O)C(=O)c2ccccc2-3)cc1	?	1.9%	?	-41.4	?	27.1%	-15.5%	-61.2%[inhibitor]	-3.1%	-18.9%	1.2%
23	CN(C)S(=O)(=O)c1cccc(C(=O)NCCOC(=O)c2cc(F)c(F)cc2Cl)c1	1.2%	0.7%	-5.6%	-14.8	-3.6%	15.9%	-4.5%	0.0%	0.2%	-2.7%	1.4%
24	Cc1nc(SCC(=O)NCc2ccc3c(c2)OCO3)nc(C)c1C	1.6%	.	13.8%	7.1	1.8%	2.6%	.	-19.2%	2.8%	2.8%	-2.1%
25	Cc1cc(N(C)/N=C/c2ccccc2O)nc(-c2ccccc2O)n1	-3.3%	1.8%	-16.6%	24.2	-0.9%	3.2%	-2.7%	23.6%	2.1%	-4.5%	2.4%

# Overlap with the part before: 2 compounds, followed by the next part.
entry	canonical_smiles	Chronic BCR inh	TCR activator	ELG1 DNA repair	TSHR antagonist	AT treatment	Eya2 phos inh	Mito fusion yeast	Integrin act MD	TSG101-PTAP inh	S-ASM inh	Tb PFK inh
24	Cc1nc(SCC(=O)NCc2ccc3c(c2)OCO3)nc(C)c1C	1.6%	.	13.8%	7.1	1.8%	2.6%	.	-19.2%	2.8%	2.8%	-2.1%
25	Cc1cc(N(C)/N=C/c2ccccc2O)nc(-c2ccccc2O)n1	-3.3%	1.8%	-16.6%	24.2	-0.9%	3.2%	-2.7%	23.6%	2.1%	-4.5%	2.4%
26	COc1ccccc1NC(=O)CN1CCN(CC(=O)Nc2ccc3c(c2)OCCO3)CC1	?	2.3%	?	-1.6	-8.6%	-19.0%	-6.5%	-40.2%	-2.4%	1.4%	0.4%
27	COc1ccccc1-n1cnc2cc(NCc3ccccc3O)ccc21	?	1.1%	?	-2.5	15.4%	6.0%	-1.9%	-13.5%	1.2%	2.0%	2.6%
28	COc1cc(S(=O)(=O)N2CCN(c3ccccc3F)CC2)ccc1Cl	-0.8%	-7.4%	-17.3%	-10.5	4.7%	-6.4%	-19.3%	-21.7%	-1.5%	-3.1%	-3.8%
29	C=C(C)c1nc(N)nc(N)n1	4.0%	2.8%	-5.5%	7.0	-2.3%	7.0%	-5.9%	-44.1%	-1.2%	-1.2%	-2.2%
30	Nc1nc(Br)c2c(F)cccc2c1-c1ccc(Cl)cc1	-18.1%	2.1%	0.5%	10.1	-9.2%	3.2%	-1.6%	2.8%	-5.2%	63.2%	2.3%
31	CCN(CC)C(=O)CCSc1nnc(-c2ccco2)o1	10.7%	2.3%	?	-7.6	0.0%	4.6%	5.8%	-7.2%	-0.3%	2.9%	0.9%
32	COc1ccc(S(=O)(=O)CCC(=O)O)cc1	-3.8%	-2.0%	12.5%	4.8	-4.0%	6.1%	-5.8%	19.8%	-2.9%	3.4%	12.0%
33	COc1ccc(N(CC(=O)NC2CCCCC2)C(=O)CNC(=O)c2ccco2)cc1OC	1.7%	-3.0%[46.1 µM]	-4.8%	-6.4	3.0%	11.0%	0.2%	15.5%	-2.3%	4.2%	-0.5%
34	CC(C)C(=O)NC(Nc1ccc(S(N)(=O)=O)cc1)C(Cl)(Cl)Cl (centres undefined)	-7.0%	0.5%[46.1 µM]	-3.6%	15.6	.	1.6%	-2.4%	-24.5%	-3.6%	0.0%	2.2%

# Bioassay records: PubChem, National Center for Advancing Translational Sciences (NCATS)

# Random draw from the library; overall some 3.2% were active at least once.
